Screening data as filed in PubChem BioAssay.
RORg inh: qHTS for inhibitors of ROR gamma transcriptional activity; Nuclear receptor ROR-gamma (Mus musculus), P51450; Drosophila S2 Gal4-RORgamma UAS-luciferase reporter, 20 h; Potency, µM (series often up to 53.6 µM), for inactives: at the top dose activity change, negative = inhibition, hits mostly inhibitors; 5.4% of 310,000 active; further: potency means the concentration at half of the fitted maximal effect; on the % scale 0 is the no-effect control and ±100 the full control effect; nearly all actives have a fitted effect of over 60% in size
Target sequence (P51450 whole entry, looked up, the tested form may be a part): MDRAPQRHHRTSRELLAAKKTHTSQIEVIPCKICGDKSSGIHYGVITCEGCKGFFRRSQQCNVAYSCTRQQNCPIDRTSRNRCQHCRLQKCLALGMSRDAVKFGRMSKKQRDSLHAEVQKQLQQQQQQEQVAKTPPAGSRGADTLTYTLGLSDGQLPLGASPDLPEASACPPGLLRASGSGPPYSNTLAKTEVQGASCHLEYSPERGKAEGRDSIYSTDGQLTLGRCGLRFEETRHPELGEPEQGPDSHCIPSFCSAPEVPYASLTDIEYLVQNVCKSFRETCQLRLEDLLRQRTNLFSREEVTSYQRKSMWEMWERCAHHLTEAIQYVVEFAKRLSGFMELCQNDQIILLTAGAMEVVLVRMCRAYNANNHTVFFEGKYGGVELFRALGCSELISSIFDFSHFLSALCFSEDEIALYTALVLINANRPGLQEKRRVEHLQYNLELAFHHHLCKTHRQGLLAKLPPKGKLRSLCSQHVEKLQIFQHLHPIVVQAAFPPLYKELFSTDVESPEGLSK
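Using a luciferase readout, inhibitors were identified by reduced reporter activity in Drosophila cells coexpressing a copper-inducible Gal4–ROR gamma fusion and UAS-driven Photinus luciferase, incubated 20 hr after 700 uM copper sulfate.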
Rab9 prom act: qHTS Assay for Rab9 Promoter Activators | Potency, µM (highest dose often 9.22 µM), for inactives: at the top dose activation, negative = inhibition, actives largely listed as activators | 2.8% of 320,000 active | AID 485297, 2010 | Huh7 Rab9 promoter-luciferase reporter, luminescence, 24 h; further: potency means the concentration at half of the fitted maximal effect; % of control where 0% means no effect; nearly all actives have a fitted effect of over 60% in size
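Rab9 promoter-driven luciferase in stably transfected Huh7 cells; 1500 cells/well rested 2 h, exposed to compound in DMSO for 24 h at 37 °C, 5% CO2. Luminescence read 10 min after adding luciferase reagent at ambient temperature.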
VP16 counter: VP16 counterscreen qHTS for inhibitors of ROR gamma transcriptional activity | Drosophila S2 Gal4-VP16 UAS-luciferase, luminescence, 20 h | Potency, µM (top dose mostly 53.6 µM), for inactives: at the highest dose activity, negative = inhibition, most hits filed as inhibitors | 3.5% of 310,000 active | AID 2546, 2010;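 further: Gal4-VP16 expression switched on by copper sulfate through the metallothionein promoter; potency means the concentration at half of the fitted maximal effect; on the % scale 0 is the no-effect control and ±100 the full control effect; nearly all actives have a fitted effect of over 50% in size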
Menin-MLL TR inh: qHTS Assay for Inhibitors Targeting the Menin-MLL Interaction in MLL Related Leukemias: Competition With Texas Red Labeled MLL-derived Mutant Peptide. O00255. Menin + Texas Red MLL mutant peptide, fluorescence polarization. Potency, µM (doses to about 61.6 µM), for the others: at the top dose FP activity change, negative = inhibition, most hits filed as inhibitors. 0.23% of 270,000 active. AID 1768, 2009; active means well fitted inhibition curve with a large enough effect in the polarisation, with a control signal flat, not every such curve was filed as active; inconclusive means small, poorly fitted or top-dose-only effect, or effect the other way, or a change in a side signal; inactive means no such curve, though single readings can be large or run the other way; the % refers to the polarisation; further: potency means the concentration at half of the fitted maximal effect; % of control where 0% means no effect; many of its hits are not listed in these tables
ELG1 genotoxic: qHTS screen for small molecules that induce genotoxicity in human embryonic kidney (HEK293T) cells expressing luciferase-tagged ELG1; Potency, µM (series often up to 46 µM), for inactives: at the highest dose activity change, positive = activation, usual class: activators; 1.3% of 330,000 active; AID 504466, 2011; HEK293T ELG1-luciferase reporter, luminescence, 16 h; further: potency means the concentration at half of the fitted maximal effect; % of control where 0% means no effect; nearly all actives have a fitted effect of over 60% in size
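Reporter readout depends on ELG1 protein level, which increases with genetic stress. After 16 hr compound exposure at 37 °C, luciferase activity was quantified using ONE-Glo.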
p53 reactivator: qHTS assay for re-activators of p53 using a Luc reporter; H1299 p53-A138V BP100-luciferase reporter, luminescence, 24 h; Potency, µM (series often up to 92.2 µM), for inactives: at the highest dose activity change, positive = activation, usual class: activators; 0.063% of 320,000 active; AID 504706, 2011; further: potency means the concentration at half of the fitted maximal effect; % of control where 0% means no effect; nearly all actives have a fitted effect of over 45% in size
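p53-null H1299 cells stably carrying temperature-sensitive p53-A138V and a BP100-luciferase reporter were pinned with compounds (4-point, 1:5 series) and held 24 hrs at 37 deg C. Luminescence was read 10 min after detection reagent.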
BRCA1 expr act: qHTS Assay to Identify Small Molecule Activators of BRCA1 Expression; MCF7-BRCA1-FFLuc reporter, luminescence, 48 h; response scale: scaled: vehicle 0%, 10 µM genistein 100%; Potency, µM (highest dose often 46.1 µM), without a hit: at the top dose activation, usual class: activators; 1.1% of 380,000 active; AID 624202, 2012; further: potency means the concentration at half of the fitted maximal effect; nearly all actives have a fitted effect of over 80% in size; some results filed as inactive show a strong effect at the top dose
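Using MCF7 cells harboring a BRCA1 firefly luciferase reporter, plated 2 h before compound pinning, the screen measured luminescence after 48 h incubation. Responses were normalized to DMSO and 10 microM genistein, then fitted for concentration-effect.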
Giardia kill: Small Molecules that selectively kill Giardia lamblia: qHTS | Giardia lamblia trophozoite viability | 0.15% of 340,000 active | activity change, % at 7.66 µM, hits read low; in the data active means activity change below about -80%; inconclusive means between about -30% and that limit;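 further: parasites exposed to compound for two days anaerobically before the ATP read; on the % scale 0 is the no-effect control and ±100 the full control effect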
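Luminescent ATP signal served as the viability read-out, measured 15-30 min after adding ATP detection reagent to trophozoites that had been incubated with compounds for 48 hrs at 37 deg C anaerobically at 100 cells/well.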
FLuc modulator: qHTS profiling assay for firefly luciferase inhibitor/activator using purifed enzyme and Km concentrations of substrates (counterscreen for miR-21 project) | purified FLuc, Km substrates, luminescence inhibition | Potency, µM (top dose mostly 57.5 µM), inactives show top-dose activity change, negative = inhibition, actives largely listed as inhibitors | 6.9% of 360,000 active | AID 588342, 2011;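 further: potency means the concentration at half of the fitted maximal effect; plate controls were vehicle for no effect and reference inhibitor for full effect; nearly all actives have a fitted effect of over 55% in size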
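Biochemical qHTS of compounds, final roughly 60 µM downward over six points, against 10 nM purified firefly luciferase using Km concentrations of substrates (10 uM D-luciferin, 10 uM ATP) in Tris acetate pH 7.5 buffer; luminescence output.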
NPC1 promoter act: qHTS Assay for NPC1 Promoter Activators; Huh7 NPC1 promoter luciferase reporter, 24 h; Potency, µM (series often up to 9.22 µM), for inactives: at the top dose activation, most hits filed as activators; 2.4% of 320,000 active; AID 485313, 2010;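 further: potency means the concentration at half of the fitted maximal effect; % of control where 0% means no effect; nearly all actives have a fitted effect of over 60% in size; reporter is driven by a mutant NPC1 promoter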
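Quantitative HTS used a cell-based reporter: Huh7 cells stably bearing the NPC1 promoter upstream of luciferase were treated with compounds for 24 h, and promoter activation was read as luminescence.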
PKM2 act: qHTS Assay for Activators of Human Muscle isoform 2 Pyruvate Kinase | Pyruvate kinase PKM (Homo sapiens), P14618 | purified PKM2, Kinase-Glo ATP luminescence, activation; response scale: 0% is enzyme alone, no compound | Potency, µM (top dose mostly 57.5 µM), without a hit: at the top dose activation, hits mostly activators | 0.34% of 260,000 active | AID 1631, 2009; further: potency means the concentration at half of the fitted maximal effect; on the % scale 0 is the no-effect control and ±100 the full control effect; nearly all actives have a fitted effect of over 55% in size
Target sequence (P14618 whole entry, looked up, canonical isoform): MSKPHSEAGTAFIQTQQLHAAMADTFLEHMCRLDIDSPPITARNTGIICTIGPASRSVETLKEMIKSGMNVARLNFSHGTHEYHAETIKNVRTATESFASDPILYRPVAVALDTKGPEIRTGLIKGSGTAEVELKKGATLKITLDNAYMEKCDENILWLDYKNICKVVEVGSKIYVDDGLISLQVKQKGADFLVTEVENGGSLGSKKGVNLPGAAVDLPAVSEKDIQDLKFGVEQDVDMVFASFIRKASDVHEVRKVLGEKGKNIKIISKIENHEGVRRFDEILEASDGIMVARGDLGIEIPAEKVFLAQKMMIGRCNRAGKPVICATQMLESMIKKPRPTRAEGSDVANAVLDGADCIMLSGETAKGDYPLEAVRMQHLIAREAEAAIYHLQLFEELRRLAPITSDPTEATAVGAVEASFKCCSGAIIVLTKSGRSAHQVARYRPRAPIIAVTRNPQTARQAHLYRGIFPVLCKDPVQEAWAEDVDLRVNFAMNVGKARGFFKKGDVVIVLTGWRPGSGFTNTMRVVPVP
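Purified hPK-M2 (>95% pure) converted ADP (0.1 mM final) to ATP with 0.5 mM PEP in 50 mM imidazole pH7.2, KCl, MgCl2, Tween 20, BSA; 1 h at room temperature. ATP detected by Kinase-Glo luminescence.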
An asterisk follows results filed as active; ? = inconclusive; . = no result given; & = joins results of further samples; [ ] = remark or other dose. Unless noted, the call rests on the fitted dose curve; in most records, active means well fitted curve in the direction sought with a large enough effect; inconclusive means small, poorly fitted or top-dose-only effect, or another doubt; inactive means no such curve, though single readings can be large; an effect the other way counts as inactive or inconclusive. An excerpt; count on the stated rates, not on these rows.

mol	RORg inh	Rab9 prom act	VP16 counter	Menin-MLL TR inh	ELG1 genotoxic	p53 reactivator	BRCA1 expr act	Giardia kill	FLuc modulator	NPC1 promoter act	PKM2 act
O=C(Cc1ccc(Cl)c(Cl)c1)Nc1ccccc1N1CCCC1	1%	-5%	1%	.	-5%	1%	-57%	0	2%	-2%	.
COc1cc(OC)cc(C(=O)N2CCN(S(=O)(=O)c3ccc(Cl)s3)CC2)c1	.	-2%	.	.	0%	-11%	-30%	-7	-1%	-1%	.
O=C(CN1CCN(S(=O)(=O)c2cccc(Br)c2)CC1)N1CCCCC1	.	2%	.	.	0%	2%	-4%	5	2%	4%	.
N=C(N)SCc1cn2ccccc2n1	-16%	3%	1%	-7%	0%	12%	-16%	-7	1%	5%	19%
CCOC(=O)Cc1csc(NC(=S)NC(=O)c2cc(OC)cc(OC)c2)n1	?	-7%	?	27%	-10%	-5%	-8%	-7	-12%	-2%	-20%
NC(=O)c1ccccc1NC(=O)CN1CCOCC1	3%	-1%	-9%[0.365 µM]	2%	0%	1%	4%	6	0%	0%	-23%
CCC(O)CNc1nc(-n2nc(C)cc2C)nc2sc3c(c12)CCCC3 (configuration not stated)	2.5µM*	11%	?	-5%	0%	8%	.	.	-10%	1%	-5%
CSc1nsc(N/N=C/c2ccc3c(c2)OCO3)c1C#N	19%	0.79µM*	-14%	?	?	?	4µM*	-2	1.7µM*	2.5µM*	.
CCn1c(=O)c(C(=O)NCCCc2ccccc2)c(O)c2ccccc21	?	-2%	?	12%	-7%	-4%	5%	-18	3%	-1%	-1%[11.5 µM]
O=C(Nc1ccc(Cl)c(Cl)c1)Nc1cc(S(=O)(=O)N2CCOCC2)ccc1N1CCCC1	?	-3%	-2%	-23%	-5%	0%	-69%	2	2%	16%	-4%
Cc1ccc(NCCCCO)cc1C	-10%	-4%	5%	15%	1%	-1%	0%	-28	4%	-5%	-2%
COc1ccc(C2CCCN2C(=S)Nc2c(C)cccc2C)cc1OC (configuration not stated)	?	-2%	2%	-10%	-3%	0%	0%	-22	-2%	-6%	-1%
COc1ccc(-c2[nH]ncc2CN(C)CCCN2CCOCC2)cc1F	13%	7%	-16%	-3%	-1%	7%	-6%	-14	0%	-11%	-1%
CCc1cc(Br)ccc1NC(=O)C1CCCO1 (configuration not stated)	-2%	-3%	-8%	-10%	1%	2%	4%	2	1%	16%	-1%
CC1CCCCN1C(=O)CCS(=O)(=O)c1cccc2nonc12 (configuration not stated)	-5%	15%	-5%	11%	-1%	11%	65%	-1	2%	9%	.
COc1cc(/C=C/C(=O)Oc2coc(CSc3ncccn3)cc2=O)cc(OC)c1OC	-10%	-1%	-1%	-24%	-2%	5%	5%	-16	-6%	-2%	7%
Cc1ccc(C)c(C(C)NC(=O)C2CC=CCC2C(=O)O)c1 (configuration not stated)	.	-4%	.	.	1%	?	11%	-24	2%	1%	.
Nc1nc(N2CCN(c3ccc(Cl)cc3)CC2)n[nH]1	0%	0%	-14%[10 µM]	-8%	-4%	8%	-2%	-13	2%	-8%	1%
O=S1(=O)CCC(NC(=S)N2CCOCC2)C1 (configuration not stated)	15%	-2%	-5%	-1%	5%	10%	20%	8	12%	-5%	-2%
CCCCCCCN1C2=NCCN2c2ccccc21	?	2%	-5%	.	-9%	-2%	-18%	-4	-1%	-1%	-8%
CN(C)S(=O)(=O)c1cccc(C(=O)NC2CCSc3ccccc32)c1 (configuration not stated)	10%	0%	-1%	.	-2%	-1%	9%	0	-2%	-3%	5%
C/C(=N\NC(=O)Cc1ccc(F)cc1)c1ccc(F)cc1	41%	-5%	-9%	3%	-1%	-1%	-16%	-5	2%	-1%	-7%
CCOc1ccc2[nH]c(=O)c(CN(C(=O)N3CCOCC3)C3CC3)cc2c1	-24%[10 µM]	-1%	0%	0%	6%	-4%	.	.	-2%	-2%	-1%
CCOc1ccc(S(=O)(=O)n2nnc3ccccc32)cc1C	-6%	-2%	-2%	0%	3%	2%	1%	-10	2%	-1%	-2%
CCOC(=O)c1ccc(S(=O)(=O)NC2CC2)cc1	1%	1%	25%	10%	-1%	-1%	0%	10	4%	1%	5%
Cc1cc(OCC(=O)O)c2cccc(C)c2n1	-19%	2%	-1%	9%	3%	8%	-29%	10	4%	1%	-1%
COc1nnc(-c2ccccc2)s1	-9%	-4%	-3%	-8%	4%	28%	28%	0	?	-3%	0%
CSCCC(N=C(NS(=O)(=O)c1ccccc1)c1ccccc1)C(=O)O (configuration not stated)	1%	-3%	-1%	.	-1%	0%	-11%	-12	-2%	-1%	2%
CCC[n+]1c2ccccc2cc2ccccc21	-19%	-39%[inhibitor]	-25%	.	-31%[inhibitor]	-15%	-45%	-13	?	-29%	.
CCCNC(=O)c1cc(-c2ccc3c(c2)OCO3)on1	?	0.56µM*	?	12%	?	?	?	?	3.8µM*	0.63µM*	.
Cc1ccc(C)c(NC(=O)CCN2CCN(c3ccccc3F)CC2)c1	13%	-2%[1.84 µM]	-4%	-22%	-4%	-2%	4%	-1	0%	-5%	.
CCOc1ccc(NC(=O)CN2CCc3cc4c(cc3C2)OCCCO4)cc1OCC	8%	-9%	0%	.	2%	5%	-14%	-2	0%	-6%	.
CN1CCN(S(=O)(=O)c2cccc(C(=O)Nc3sc4c(c3-c3nc5ccccc5[nH]3)CCCC4)c2)CC1	-10%	1%	-3%	?	-2%	17%	-63%	?	?	-1%	-1%
COc1cc(NC(=S)N2CCC(C(N)=O)CC2)c(OC)cc1Cl	-5%	-3%	-11%	-1%	0%	2%	2%	-10	-2%	1%	-2%
O=C(O)c1ccc(NC(=O)c2cccc(C(=O)Nc3ccc(C(=O)O)cc3)c2)cc1	25%	3%	-9%	?	0%	2%	13%	1	-15%	-4%	.
Cc1[nH]nc2c1C(c1ccc(O)cc1)C1=C(CC(C)(C)CC1=O)N2 (configuration not stated)	10%	2%	2%	-4%	1%	-2%	15%	-2	0%	-5%	-2%
COc1ccc(C)cc1NS(=O)(=O)c1ccc2c(c1)CCN2C(C)=O	?	-1%	-20%	-14%	-8%	-2%	-27%	7	2%	-3%	.
Cc1ccc(Cl)cc1NC(=O)C1CCCN(c2cnccn2)C1 (configuration not stated)	-19%	-6%	6%	.	-8%	-15%	-8%	49[activator]	3%&5%	10%	.
COc1ccc(S(=O)(=O)Nc2ccccc2C)cc1	-6%	-5%	17%	-7%	-1%	-5%	-72%	8	1%	-6%	3%
Cc1ccc(-c2nnc(N3CCN(C(=O)CSc4ncn[nH]4)CC3)c3ccccc23)cc1	-6%	-8%	0%	-19%	-16%	-8%	-36%	-15	6%	1%	2%
O=C(CSCc1c(Cl)cccc1Cl)NCc1ccccn1	8%	-10%	9%	-27%	0%	-5%	-13%	-18	-6%	-3%	-5%
Cn1c(N)c(C(=O)CN2CCc3ccccc3C2)c(=O)n(C)c1=O	1%	-3%	-14%	-11%	0%	0%	-10%	-4	1%	-4%	-2%
CCN1CCCC1CNCc1ccc(OCc2ccc(Cl)nc2)c(OC)c1 (configuration not stated)	44%	8%	1%	.	1%	6%	63%	25	-2%	5%	-1%
Nc1nc(CN2CCN(c3ccccn3)CC2)nc(Nc2ccc(Cl)cc2)n1	24%	-3%	-16%	11%	-16%	0%	-104%	8	-1%	1%	2%
COc1ccccc1C(=O)Nn1cnnc1	4%	1%	-11%	3%	0%	.	-5%	-22	7%	4%	-5%
Nc1c(S(=O)(=O)c2ccccc2)c2nc3ccccc3nc2n1/N=C/c1cccc(O)c1	-2%	-6%	-1%	-5%	-18%	3%	-80%	-2	-1%	0%	0%
O=C(CSc1ccc2ccccc2n1)c1ccccc1	4%	?	-16%	.	?	?	0%	4	?	29%	-7%
